# Cneo AK release: Cryptococcus neoformans lysis via adenylate kinase release; C. neoformans lysis, adenylate kinase release luminescence, 4 h; normalised: neutral wells 0, clomiphene wells 100; lysis activity, % at 15 µM; actives 0.2% (n = 360,000); AID 651654;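 active = mean lysis activity across replicates of at least 80%, whatever share of replicates individually reach that level; inactive = mean lysis activity below 80%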
#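 Test system: log-phase Cryptococcus neoformans yeast cells. Input: 5 × 10^6 yeast cells/mL. Medium: fresh YPD growth medium. Doses: single dose. Incubation: static 4 h at 37 °C with compound, 1 h detection. Measured by: luminescent adenylate kinase detection reagent. Read-out: signal increase indicating cell lysis. Benchmarks: Clomiphene.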
# PGC1a acetyl inh: PGC1a acetylation modulation, inhibitor mode; U2OS PGC1a acetylation, AlphaScreen anti-acetyl-lysine; with virally co-expressed GCN5 acetyltransferase; inhibition, % at 15.6 µM; actives 0.17% (n = 350,000); AID 651687;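 active = every replicate shows inhibition of at least 40%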;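 note: 0% = neutral control wells and 100% = positive control wells; some results beyond the cut were filed as inactive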
# PglD inh: PglD (C. jejuni) enzyme inhibition; purified PglD enzyme, DTNB colorimetric CoA detection; inhibition, % at 12.5 µM; actives 0.098% (n = 360,000); in the data active = inhibition above about 16%, passing the limit was not always enough; note: strong numbers were not always called active
# RAD54 branch: RAD54 (human) branch migration inhibition; Q92698; RAD54 Holliday junction branch migration, FAM/BHQ fluorescence; inhibition, % at 10.4 µM; actives 0.14% (n = 360,000); AID 602329;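 active = mean normalized replicate activity at least 40 and at least half of replicates scoring 40 or more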;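 note: 0% = median of neutral control wells and 100% = median of positive control wells; inhibitors cause a drop in the FAM fluorescence signal; in these data hits start at about 50%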
# ERAP1 inh: blocks human ERAP1 aminopeptidase activity. recombinant ERAP1, Leu-AMC fluorescence, 60 min. AID 652197. actives 0.15% (n = 340,000). Q9NZ08. inhibition, % at 10.7 µM;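 active = mean replicate inhibition of at least 30%, or all replicates individually reaching that 30% level; inactive = mean below 30% and not every replicate reaching it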;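 note: 0% = neutral control wells and 100% = L-leucinethiol positive control wells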
# E-selectin induc: E-selectin induction on HUVECs; P16581; HUVEC E-selectin immunofluorescence imaging; normalized: neutral wells 0, TNF-alpha wells 100; activation, % at 7.58 µM; actives 0.37% (n = 260,000); AID 686992;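 active = mean E-selectin-positive cell signal at least 10% of the positive control, reached in at least 60% of replicates, without over 20% cell loss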;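 note: in these data hits start at about 27%; measured in HUVEC primary endothelial cells; signal is the percent of cells scored E-selectin positive by PE staining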
# Target sequence (P16581 whole entry, looked up): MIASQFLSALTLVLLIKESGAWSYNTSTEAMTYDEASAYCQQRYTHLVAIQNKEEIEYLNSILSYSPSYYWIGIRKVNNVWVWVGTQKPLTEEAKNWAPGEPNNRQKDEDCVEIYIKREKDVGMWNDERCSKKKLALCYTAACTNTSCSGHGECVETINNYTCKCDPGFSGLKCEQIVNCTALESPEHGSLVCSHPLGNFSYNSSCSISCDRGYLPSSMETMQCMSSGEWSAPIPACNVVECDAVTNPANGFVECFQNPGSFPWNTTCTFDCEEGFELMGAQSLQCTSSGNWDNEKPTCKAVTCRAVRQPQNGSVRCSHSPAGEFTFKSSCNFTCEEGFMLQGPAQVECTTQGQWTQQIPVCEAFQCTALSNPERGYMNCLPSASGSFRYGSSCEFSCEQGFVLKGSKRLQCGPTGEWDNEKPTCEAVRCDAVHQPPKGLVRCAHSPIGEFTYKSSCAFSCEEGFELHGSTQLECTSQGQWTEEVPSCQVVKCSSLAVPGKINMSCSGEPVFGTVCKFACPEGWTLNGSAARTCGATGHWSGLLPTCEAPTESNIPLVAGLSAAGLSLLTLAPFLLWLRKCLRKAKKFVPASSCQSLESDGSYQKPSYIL
#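 Test system: HUVEC | Signal: Immunofluorescence imaging | Read-out: Percent E-selectin-positive cells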
# RAD52 inh: blocks human RAD52 DNA annealing | P43351 | AID 651710 | inhibition, % at 18.7 µM | recombinant RAD52 DNA annealing, FRET fluorescence | actives 0.46% (n = 360,000);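 active = every replicate showing at least 50% inhibition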
# Target sequence (P43351 whole entry, looked up): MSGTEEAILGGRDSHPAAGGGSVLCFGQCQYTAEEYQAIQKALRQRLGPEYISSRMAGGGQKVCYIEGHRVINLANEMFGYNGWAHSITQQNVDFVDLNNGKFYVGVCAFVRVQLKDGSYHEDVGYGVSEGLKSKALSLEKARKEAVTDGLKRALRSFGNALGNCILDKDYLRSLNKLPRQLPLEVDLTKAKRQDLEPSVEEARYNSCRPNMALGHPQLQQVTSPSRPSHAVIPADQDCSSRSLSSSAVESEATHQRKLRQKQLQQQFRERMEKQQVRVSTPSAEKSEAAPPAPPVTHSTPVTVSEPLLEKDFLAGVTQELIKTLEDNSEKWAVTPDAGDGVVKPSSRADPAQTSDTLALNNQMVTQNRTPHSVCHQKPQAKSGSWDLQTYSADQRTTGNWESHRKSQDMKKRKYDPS
# miR122 inh: inhibitors of miR-122 in Huh7 cells; Huh7 miR-122 Renilla luciferase sensor, 48 h; neutral wells = 0, positive control = 100; activation (reporter increase), % at 12.5 µM; actives 0.3% (n = 340,000); AID 602342;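 active = mean replicate activation score at least 90 and every replicate individually at or above 90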;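 note: higher luciferase means less miR-122 activity so hits act as miR-122 inhibitors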
# The depositor's hits bear a star; · = not tested or not shown; & = joins results of further samples; [ ] = dose if it differs, or a comment.
1	CCCN1[C@@H]2Cn3c(cccc3=O)[C@H]1[C@@H](C(=O)N(C)C)[C@@H]2CO
2	C[C@H](N)CN1CCc2ccc(Br)cc21
3	Clc1ccccc1NC1=NCCCS1
4	c1cncc(CNCCN2CCNCC2)c1
5	CCC(C)N1C(=O)/C(=C\c2cc3c4c(c2)CCCN4CCC3)C(=O)NC1=S (configuration not stated)
6	COC(=O)C1=C(c2ccc(OC)c(OC)c2)C[C@@H]2CC[C@H]1N2C(=O)NC(C)C
7	O=C1NC(=S)NC(=O)C1=Cc1c(Cl)cccc1Cl
8	NCCc1ccc(S(=O)(=O)F)cc1
9	COC(=O)C1=C(c2ccc(S(C)(=O)=O)cc2)C[C@@H]2CC[C@H]1N2C(=O)N1CCC(O)CC1
10	CCOC(=O)C1(CCc2ccccc2)CCN(C(C)CSC)CC1 (configuration not stated)
screen / no.	1	2	3	4	5	6	7	8	9	10
Cneo AK release	-1	-1	0	0	2	-2	-1	-2	1	2
PGC1a acetyl inh	·	·	·	·	-2	-11	-8	-3	·	·
PglD inh	2	1	1	2	-7	2	5	-1	-4	5
RAD54 branch	9	5	8	-9	-3	2	-1	-4	-12	-5
ERAP1 inh	-3	-1	5	2	5	-1	15	-2	2	3
E-selectin induc	-0.2	0.0	0.2	0.8	11	-0.2	-0.1	-0.2	-0.2	0.5
RAD52 inh	-1	-8	-9	-3	-35	-12	-6	17	-13	7
miR122 inh	·	6	3	2	-11	5	2	1	·	1

# Ordered by molecular weight (largest number first): part of the list above
9	COC(=O)C1=C(c2ccc(S(C)(=O)=O)cc2)C[C@@H]2CC[C@H]1N2C(=O)N1CCC(O)CC1
5	CCC(C)N1C(=O)/C(=C\c2cc3c4c(c2)CCCN4CCC3)C(=O)NC1=S (configuration not stated)
1	CCCN1[C@@H]2Cn3c(cccc3=O)[C@H]1[C@@H](C(=O)N(C)C)[C@@H]2CO
7	O=C1NC(=S)NC(=O)C1=Cc1c(Cl)cccc1Cl
2	C[C@H](N)CN1CCc2ccc(Br)cc21
3	Clc1ccccc1NC1=NCCCS1
4	c1cncc(CNCCN2CCNCC2)c1
8	NCCc1ccc(S(=O)(=O)F)cc1
screen / no.	9	5	1	7	2	3	4	8
Cneo AK release	1	2	-1	-1	-1	0	0	-2
PGC1a acetyl inh	·	-2	·	-8	·	·	·	-3
PglD inh	-4	-7	2	5	1	1	2	-1
RAD54 branch	-12	-3	9	-1	5	8	-9	-4
ERAP1 inh	2	5	-3	15	-1	5	2	-2
E-selectin induc	-0.2	11	-0.2	-0.1	0.0	0.2	0.8	-0.2
RAD52 inh	-13	-35	-1	-6	-8	-9	-3	17
miR122 inh	·	-11	·	2	6	3	2	1

# The listing continues.
11	Fc1c(F)c(F)c(N2CCNCC2)c(F)c1F
12	O=C(NCC1=C(c2ccc3ccccc3c2)C[C@@H]2CC[C@H]1N2Cc1ccco1)c1ccc([N+](=O)[O-])cc1
13	Cc1ccccc1-[n+]1c(-c2ccccc2)cc(-c2ccccc2)cc1-c1ccccc1
14	CCn1cc(C(=O)N2CCCCC2)c2ccccc21
15	CCOCCCNC(=O)C1c2cc(OC)c(OC)cc2C(=O)N2CCCCC12 (configuration not stated)
16	Cn1c(=O)c2c(nc(N/N=C/c3c(O)n(-c4ccccc4)c(=S)[nH]c3=O)n2C)n(C)c1=O
17	CCNC(=O)NC(=O)C(C)OC(=O)c1c(C)nn(Cc2ccccc2)c1Cl (configuration not stated)
18	Oc1ccc2c3c1OC1c4[nH]c5ccccc5c4C[C@@]4(O)C(C2)N(CC2CC2)CC[C@]314 (some centres not stated)
19	Cc1ccc(C(C)C)c(OCC(=O)N2CCN(CC(=O)N3CCOCC3)CC2)c1
20	C/C(=N\N1CCN(C)CC1)c1c(O)[nH]c(=O)[nH]c1=O
screen / no.	11	12	13	14	15	16	17	18	19	20
Cneo AK release	0	0	-4	·	1	-3	1	-1	-1	0
PGC1a acetyl inh	-3	-6	-32	4	·	7	·	-3	-2	·
PglD inh	4	-1	6	·	2	3	-1	0	-2	1
RAD54 branch	0	0	-10	·	23	-6	-3	-1	9	-2
ERAP1 inh	-3	7	-4	-1	0	·	-1	-5	-1	·
E-selectin induc	-0.4	0.1	0.0	0.2	1.0	0.0	-0.9	·	·	·
RAD52 inh	-11	46	19	-5	-13	·	-7	0	-5	·
miR122 inh	-6	-4	-9	-1	1	0	·	-6	-3	0

21	CC(C)CN(CC(C)C)c1ccc(C=C2C(=O)NC(=S)NC2=O)cc1[N+](=O)[O-]
22	O=C(O)c1[nH]c(=O)[nH]c(=O)c1F
23	CCOC(=O)c1c(N)n(CCCOC(=O)c2ccco2)c2nc3ccccc3nc12
24	Cc1nn(CCC#N)c2c1P(=S)(N1CCCC1)OC(c1ccc(F)cc1)=N2 (configuration not stated)
25	COc1ccccc1OCC(=O)Nc1ccc(Cl)cc1C(=O)c1ccccc1
26	C[C@]12CCC3C(CC[C@H]4C[C@@H](O)CC[C@]34C)[C@H]1CC[C@H]2O (some centres not stated)
27	CCC1(c2ccc(-c3ccccc3)cc2)C(=O)NC(=O)NC1=O
28	Cc1nn(-c2ccccc2)c(Cl)c1C1C(C#N)=C(N)Oc2c1c(=O)oc1ccccc21 (configuration not stated)
29	O=C(N/N=C/c1c(O)n(-c2ccccc2)c(=S)[nH]c1=O)c1ccccc1
30	CCOC(=O)C(O)(c1ccc(NC(=O)c2ccco2)c(OC)c1)C(F)(F)F (configuration not stated)
screen / no.	21	22	23	24	25	26	27	28	29	30
Cneo AK release	1	2	2	1	2	-1	-2	-1	-1	0
PGC1a acetyl inh	-7	6	19	38	-64	7	-8	-16	-5	-11
PglD inh	-1	7	0	1	-1	-7	3	-3	-7	2
RAD54 branch	6	·	7	-1	11	-7	-10	1	2	-4
ERAP1 inh	·	-1	·	·	·	1	·	·	·	·
E-selectin induc	·	0.1	·	·	·	-0.1	-0.1	·	·	·
RAD52 inh	·	-21	·	·	·	-6	-23	·	-42	·
miR122 inh	·	-27	1	-4	16	1	2	3	-4	-4

31	COC(=O)C1=C(c2ccc(C(C)=O)cc2)C[C@@H]2CC[C@H]1N2C(=O)NC1Cc2ccccc2C1
32	Cn1c(O)c(C(=Nc2ccccc2)SCc2ccc(Cl)cc2)c(=O)n(C)c1=O
33	CNC(=O)OCCc1nccn1C
34	CCCCCP(=O)(O)c1ccccc1
35	O=c1c2ccccc2nc(-c2ccc(Cl)cc2Cl)n1-c1nccs1
36	O=C1CC(=O)N(c2ccccc2F)C(=O)N1
37	Cc1ccc(S(=O)(=O)NC(CC(=O)N2CCC3(CC2)OCCO3)c2ccco2)cc1 (configuration not stated)
38	CCCCC(CC)COCCCN=Cc1c(O)[nH]c(=S)[nH]c1=O (configuration not stated)
39	C[C@]12CCC3C(CCC4=C/C(=N/OCC(=O)NC(CCC(N)=O)C(=O)O)CC[C@@]43C)C1CCC2O (some centres not stated)
40	Cc1cc(/C=C2/C(=O)NC(=O)N(Cc3ccco3)C2=O)c(C)n1-c1ccccc1O
screen / no.	31	32	33	34	35	36	37	38	39	40
Cneo AK release	1	-1	-1	5	0	-1	-3	0	-3	1
PGC1a acetyl inh	11	-1	4	·	-17	-2	9	26	·	-12
PglD inh	-1	-3	-1	4	1	·	1	-2	5	4
RAD54 branch	0	-1	0	-6	-3	2	-4	9	1	·
ERAP1 inh	·	4	·	·	·	1	·	2	-5	7
E-selectin induc	·	0.2	·	·	·	-0.1	·	·	0.0	-0.2
RAD52 inh	·	-23	·	·	·	-68	·	-80	-16	-45
miR122 inh	-5	6	-4	0	30	1	1	-9	·	-1

41	COc1cc2c(cc1OC)C13CCN4CC5=CCOC6CC(=O)N2C1C6C5CC43 (configuration not stated) (tested in a mixture with another compound)
42	CN1CC[C@@]2(C)c3cc(O)ccc3N(C)C2O1 (some centres not stated)
43	COc1ccc(OC(=O)N(C)C[C@H]2OCc3cnnn3CCCC(=O)N([C@H](C)CO)C[C@@H]2C)cc1
44	COC(=O)C1=C(c2cc3ccccc3s2)C[C@@H]2CC[C@H]1N2C(=O)N1CCC(C)CC1
45	C[C@]12CCC(=O)C=C1C=CC1C2CC[C@@]2(C)C1CC[C@@H]2O (some centres not stated)
46	CCN1CCN(c2cc(=O)n3ccccc3n2)CC1
47	CCC(C)C1NC(=O)C2CCCN2C(=O)C(CC(C)C)OC(=O)CCNC(=O)C(C)N(C)C(=O)C(C(C)C)N(C)C1=O (configuration not stated)
48	Cn1cccc1/C=C1\C(=O)NC(=O)N(Cc2ccccc2)C1=O
49	C=C1C(=O)O[C@@H]2C[C@@H](C)[C@@H]3C4OC4C(=O)[C@@]3(C)[C@@H](O)[C@H]12 (some centres not stated)
50	O=C(Cc1ccccc1)N1C[C@H]2[C@@H](c3ccccc31)[C@H](CO)N2Cc1ccccc1
screen / no.	41	42	43	44	45	46	47	48	49	50
Cneo AK release	3	0	11&0&4	1	-2	9	·	·	0	1
PGC1a acetyl inh	5	-1	-3&3&-10	·	5	·	-1	-2	-370	-37
PglD inh	-8	-4	-11&-5&-2	-1	-3	7	·	·	0	1
RAD54 branch	-5	-6	4&-3&0	-12	2	6	·	·	-8	2
ERAP1 inh	-1	·	7&-3&-5	-5	4	4	-6	-1	-1	-1
E-selectin induc	·	·	-0.3&0.0	-0.2	-0.4	-0.3	0.4	10	1.0	-0.2
RAD52 inh	-3	·	-3&5&1	-9	-50	2	-3	-106	4	8
miR122 inh	-21	-9	-2	·	-4	3	3	·	-19	-8[16.7 µM]

51	C[C@]12CCC3C(CC[C@H]4C[C@H](O)CC[C@]34C)C1CCC2=O (some centres not stated)
52	Cc1cc(/C=C2\C(=O)NC(=O)N(c3cccc(F)c3)C2=O)c(C)n1-c1ccc(C(=O)O)c(Cl)c1
53	COc1ccc(CC(=O)Nc2ccc(C#N)c(Cl)c2)cc1S(=O)(=O)N1CCOCC1
54	COc1ccc(C2(C#N)CCN(C)CC2)cc1
55	C[C@]12CC[C@H](O)CC1=C([N+](=O)[O-])CC1C2CC[C@@]2(C)C1CC[C@@H]2O (some centres not stated)
56	CC(=O)O[C@@H]1[C@H]2CC[C@@H]3[C@]1(C[C@@H](OC(C)=O)[C@@]1(O)C([C@@H]4O[C@@H]4C1(C)C)[C@]3(C)O)C[C@@]2(C)O (some centres not stated)
screen / no.	51	52	53	54	55	56
Cneo AK release	0	-3	2	1	0	-1
PGC1a acetyl inh	0	17	-14	-1	·	·
PglD inh	-3	-3	-4	6	-6	0
RAD54 branch	1	2	-8	-8	-2	3
ERAP1 inh	0	1	-1	4	0	5
E-selectin induc	-0.4	1.8	15	-1.8	-0.5	-0.1
RAD52 inh	-6	-85	-16	-9	-9	-20
miR122 inh	2	0	·	-4	-7	·

# The list is partial; the hit share may differ from the screen's.
